# Source: PubChem BioAssay (several laboratories)
# AHR activator – activators of human aryl hydrocarbon receptor | P35869 | AHR-responsive luciferase reporter cells, luminescence | activation, % at 5 µM | hit rate 2.5% among 320,000 | AID 2796; in the data active = activation above about 47%;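 note: 0% = vehicle wells and 100% = reference agonist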
# Target sequence (P35869 whole entry, looked up): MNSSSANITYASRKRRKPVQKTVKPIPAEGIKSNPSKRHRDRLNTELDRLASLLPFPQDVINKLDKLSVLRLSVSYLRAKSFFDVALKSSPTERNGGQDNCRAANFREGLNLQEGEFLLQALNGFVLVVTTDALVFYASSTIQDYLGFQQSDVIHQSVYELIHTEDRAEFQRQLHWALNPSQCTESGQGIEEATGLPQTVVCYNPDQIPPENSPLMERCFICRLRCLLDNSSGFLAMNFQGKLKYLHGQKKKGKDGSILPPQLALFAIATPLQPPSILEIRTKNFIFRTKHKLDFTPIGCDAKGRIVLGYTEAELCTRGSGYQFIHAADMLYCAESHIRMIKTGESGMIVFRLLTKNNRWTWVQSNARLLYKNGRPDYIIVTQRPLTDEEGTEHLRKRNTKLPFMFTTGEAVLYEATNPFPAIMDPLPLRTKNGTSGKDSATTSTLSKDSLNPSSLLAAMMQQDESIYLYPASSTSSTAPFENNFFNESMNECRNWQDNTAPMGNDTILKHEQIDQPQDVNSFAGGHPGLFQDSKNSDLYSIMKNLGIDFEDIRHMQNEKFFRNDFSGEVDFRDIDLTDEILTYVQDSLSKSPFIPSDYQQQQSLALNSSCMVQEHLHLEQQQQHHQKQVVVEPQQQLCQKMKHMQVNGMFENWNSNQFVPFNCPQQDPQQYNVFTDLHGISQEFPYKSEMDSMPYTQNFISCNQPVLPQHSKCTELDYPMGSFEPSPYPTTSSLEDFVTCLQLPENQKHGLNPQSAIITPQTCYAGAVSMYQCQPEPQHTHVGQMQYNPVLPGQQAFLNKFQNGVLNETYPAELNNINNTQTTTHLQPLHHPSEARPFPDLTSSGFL
# Efflux pump inh – inhibitors of Candida antifungal efflux pumps expressed in yeast; S. cerevisiae Candida pump triplex, Nile Red efflux; inhibition, % at 10 µM; hit rate 0.44% among 330,000; AID 485275;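 active = plate passing quality check with inhibition over a set limit, or well fluorescence over plate mean plus 4 SD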;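 note: Nile Red retained in pooled yeast measured as flow cytometry median fluorescence; 0% = buffer negative control and 100% = Enniatin B positive control; higher means more Nile Red kept so more efflux inhibition; some compounds called inactive have numbers as strong as hits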
# AGP1-GFP MLPCN – alters AGP1-GFP fluorescence in TOR pathway yeast screen; S. cerevisiae AGP1-GFP multiplex flow cytometry, 3 h; GFP as percent of DMSO wells; GFP response vs DMSO, % at 10 µM; hit rate 0.02% among 320,000; AID 2066;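 active = GFP response relative to DMSO above a set limit, near screen average plus 3 SD, cut at about 150% in these data; inconclusive = fewer than 70 cells counted for the yeast strain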;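 note: median GFP channel fluorescence of the gated AGP1 strain per well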
# CIT2 TOR yeast – modulators of TOR pathway CIT2-GFP in S. cerevisiae | GFP response vs DMSO, % at 10 µM | S. cerevisiae CIT2-GFP strain, flow cytometry, 3 h; 100 means same as DMSO wells | hit rate 0.065% among 320,000;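 active = GFP response relative to DMSO above a set limit, near the screen mean plus 3 SD, cut at about 150% in these data; inconclusive = Fewer than 70 cells measured for a yeast strain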;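 note: ratio of well median GFP fluorescence to mean of DMSO wells on the plate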
# RPL19A-GFP yeast – yeast TOR pathway RPL19A-GFP modulation | AID 2025 | hit rate 0.3% among 330,000 | percent response vs DMSO, % at 10 µM | S. cerevisiae RPL19A-GFP strain, flow cytometry, 3 h; stronger effect = lower value;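 active = percent response vs DMSO below 50%; inconclusive = fewer than 70 events counted for the yeast strain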;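 note: median channel GFP fluorescence of the barcoded RPL19A-GFP strain; ratio of sample median GFP to plate DMSO average so 100% = DMSO; lower means less RPL19A-GFP as with rapamycin TOR inhibition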
# LAP4-GFP MLPCN – modulators of TOR pathway LAP4-GFP in S. cerevisiae | S. cerevisiae LAP4-GFP multiplex, flow cytometry GFP, 3 h; median GFP as percent of DMSO wells | GFP response vs DMSO, % at 10 µM | hit rate 0.34% among 320,000 | AID 2023;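 active = GFP response vs DMSO above a set limit, about the screen mean plus 3 SD, cut at about 150% in these data; inconclusive = under 70 cell events counted for the yeast strain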
# CR mimetic SO – caloric restriction mimetics inhibiting age-related superoxide in yeast; hit rate 0.18% among 330,000; superoxide response (% of plate mean), % at 10 µM; S. cerevisiae aged cells, superoxide DHE fluorescence; stronger effect = lower value;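 active = superoxide response under a set limit, about three screen SD below normal, cut at about 65% in these data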;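 note: yeast aged for seven days with compound at 30 °C before DHE staining; 100% = average MFI of all compound-treated wells on the plate with controls excluded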
# MEP2-GFP yeast – modulators of TOR pathway MEP2-GFP in S. cerevisiae. GFP response vs DMSO, % at 10 µM. S. cerevisiae MEP2-GFP strain, flow cytometry GFP, 3 h; 100% = DMSO control level. hit rate 0.51% among 330,000;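 active = GFP response versus DMSO above a set limit, roughly screen mean plus 3 SD, cut at about 180% in these data; inconclusive = fewer than 70 cells counted for a yeast strain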;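 note: median GFP fluorescence of the barcode-gated MEP2-GFP cells per well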
# * = called active by the depositor; u = inconclusive; x = no result given; & = joins results of further samples; [ ] = another dose, or the depositor's remark.
SMILES	AHR activator	Efflux pump inh	AGP1-GFP MLPCN	CIT2 TOR yeast	RPL19A-GFP yeast	LAP4-GFP MLPCN	CR mimetic SO	MEP2-GFP yeast
O=C(c1nc2ccc(Cl)cn2c1CN1CCC(O)CC1)N1CCc2ccccc2C1	15.6	-0.6	107.6	106.6	102.3	110.5	84.3	104.8
Cc1cccn2c(=O)nc(SCC(=O)Nc3cccc4ccccc34)nc12	41.7	0.1	89.4	90.1	94.6	92.8	103.6	95.6
COc1nnc(-c2ccc(N3CCCCC3)c(NC(=O)C3CCCCC3)c2)c2ccccc12	-1.4	-0.1	93.9	100.4	95.8	95.3	105.3	101.2
Cn1cc(C2CC(c3ccccc3)=NN2C(=O)c2ccccc2)c2ccccc21 (configuration not stated)	30.1	-1.4	109.9	115.2	108.1	94.0	59.2*	112.3
CN(C)S(=O)(=O)N1CCN(CC(O)COc2ccc(-c3ccccc3)cc2)CC1 (configuration not stated)	-1.4	0.1	102.5	100.6	107.9	94.6	102.6	108.8
CCC1Oc2ccc(C)cc2N(CC(=O)N(Cc2ccncc2)Cc2ccco2)C1=O (configuration not stated)	12.7	0.0	104.4	106.7	102.2	101.2	102.5	102.3
O=S(=O)(Nc1cccc(Oc2cnccn2)c1)c1ccc(F)cc1	0.5	0.1	99.5	93.3	94.5	96.2	101.9	103.0
O=C(NCc1nc2ccccc2[nH]1)c1ccc(S(=O)(=O)N2CCOCC2)cc1	-1.9	0.1	88.0	91.1	86.0	91.2	91.5	87.8
CC1CCN(C(=O)c2cc(N3C(=O)C4C5CCC(C5)C4C3=O)ccc2Cl)CC1 (configuration not stated)	0.7	0.0	105.5	106.2	103.0	97.6	103.3	107.1
CC1CCN(c2ccc(C(=O)O)cc2N)CC1	-1.4	-0.1	95.5	86.9	95.9	99.6	94.6	90.0
CCOC(=O)C1CCN(C(=O)CN(c2cccc(OC)c2)S(=O)(=O)c2ccccc2)CC1	1.0	0.0	101.2	102.7	95.0	97.7	91.9	108.7
Nc1[nH]c(N=NC(=O)c2ccc(F)cc2)c2ccccc12	13.3	-11.9	105.1	107.2	99.3	98.2	109.9	101.1
Cc1ccc(S(=O)(=O)CCC(=O)Nc2nnc(-c3ccc(F)cc3)o2)cc1	-1.3	-0.1	111.7	93.2	96.9	111.1	89.9	92.8
O=C(COc1ccccc1[N+](=O)[O-])Nc1cccc(C(=O)Nc2ccccc2C(=O)O)c1	12.3	-1.9	104.0	106.8	109.0	86.7	98.7	105.5
CC(C)C(=O)NNc1ccc(C(F)(F)F)cn1	-0.7	0.1	113.7	100.0	105.2	106.4	99.8	98.5
Nc1cc(-c2ccc(Cl)cc2)nn1-c1ccccc1	-5.4	0.3	108.4	100.3	97.6	117.7	145.5	110.5
COC(=O)C[C@H]1c2ccc(C(F)(F)F)cc2S(=O)(=O)N1Cc1ccccc1	2.1	0.0	91.1	90.7	100.1	105.5	107.2	97.3
CCOc1cc(/C=C/c2nc3ccccc3c(=O)[nH]2)ccc1O	15.9	-0.2	106.8	106.6	98.5	102.0	85.9	102.5
Cc1cc(S(=O)(=O)NCc2ccncc2)c(C)cc1Br	-3.6	-0.1	97.3	100.7	102.5	91.3	95.1	101.3
CCOC(=O)Cn1c(S(=O)(=O)Cc2ccccc2Cl)nc(-c2ccccc2)c1-c1ccccc1	0.2	0.1	99.9	96.9	98.3	98.8	90.2	100.3
Cc1ccc(C)n1-c1ccc(N(C)C)cc1	7.3	0.1	102.2	86.8	102.0	103.4	111.4	88.0
Cc1ccc(NC(=O)c2sc3ncn(CC(=O)N4CCN(c5ccccn5)CC4)c(=O)c3c2C)cc1Cl	6.4	0.3	100.0	106.8	101.8	98.4	114.1	96.5
COc1cccc(N(CC(=O)NCCSCc2ccco2)S(=O)(=O)c2ccccc2)c1	4.5	0.4	92.2	90.0	99.5	89.4	110.2	92.8
CC1(C(=O)NC2CCCCCCC2)CCC(=O)N1Cc1cccs1 (configuration not stated)	2.1	-0.3	101.2	97.5	103.6	98.9	122.1	99.4

# Reprinted at random: 2 compounds from above, in no set order.
SMILES	AHR activator	Efflux pump inh	AGP1-GFP MLPCN	CIT2 TOR yeast	RPL19A-GFP yeast	LAP4-GFP MLPCN	CR mimetic SO	MEP2-GFP yeast
CC(C)C(=O)NNc1ccc(C(F)(F)F)cn1	-0.7	0.1	113.7	100.0	105.2	106.4	99.8	98.5
Nc1[nH]c(N=NC(=O)c2ccc(F)cc2)c2ccccc12	13.3	-11.9	105.1	107.2	99.3	98.2	109.9	101.1

# The list continues.
SMILES	AHR activator	Efflux pump inh	AGP1-GFP MLPCN	CIT2 TOR yeast	RPL19A-GFP yeast	LAP4-GFP MLPCN	CR mimetic SO	MEP2-GFP yeast
CCCCc1ccc(NC(=S)N2CCCC2)cc1	x	0.0	86.4	97.0	110.0	82.5	79.1	99.0
O=C(CNS(=O)(=O)c1ccc2ccccc2c1)OCC(=O)c1ccc(Br)s1	0.1	0.2	100.9	x	100.9	98.7	103.6	102.4
FC(F)(F)c1ccc(-n2cn[nH]c2=S)cc1	-2.7	0.1	123.8	116.4	101.9	117.8	107.2	117.6
O=C(Nc1ccc(C(=O)N2CCN(c3ccc(F)cc3)CC2)cc1)C1=CSCCO1	0.3	0.0	99.1	101.8	101.7	97.6	133.7	101.4
CC(C)N(C(=O)NC(=O)Nc1ccccn1)S(C)(=O)=O	-0.5	-0.1	106.5	104.4	104.8	106.3	104.4	104.9
CCOC(=O)c1ccc(NC(=O)NCc2ccccn2)cc1	12.2	0.4	95.7	95.0	98.7	98.0	95.8	100.6
CCCc1nn(C(=O)c2ccccc2)c2c1C(=O)CC(C)(C)C2	1.5	0.0	112.5	98.8	100.9	104.0	79.2	105.6
O=C(COC(=O)CCOc1ccccc1)Nc1ncc(Cl)cc1Cl	0.9	-0.1	101.8	106.4	105.4	104.3	102.5	104.9
O=C(O)c1ncc(Cl)c(Cl)c1Cl	7.5&-0.3	0.2&-0.2	92.2&104.3	86.0&106.2	96.2&108.6	98.9&98.7	101.8&100.5	95.1&101.4
CC(C)CCN1CCC(n2nccc2NC(=O)C2CCOC2)CC1 (configuration not stated)	2.6	1.4*	99.7	94.8	102.3	91.1	86.6	107.1
O=C(Cn1ncc2c1-c1ccccc1OC2)N1CCN(c2ccccn2)CC1	-0.8	0.0	98.6	98.7	93.8	105.9	89.1	101.1
CC1CCc2sc(C(=O)NCc3ccc(F)cc3)cc2C1 (configuration not stated)	0.7	-0.1	105.8	105.6	99.8	98.9	103.2	95.6
O=C(NC1CCCCCC1)c1ccc(CS(=O)Cc2ccccc2Cl)o1 (configuration not stated)	3.4	0.0	97.7	100.5	96.6	91.6	106.7	101.7
Cc1ccc(S(=O)(=O)Nc2cccc(C(=O)NCC(c3ccco3)N3CCCC3)c2)cc1F (configuration not stated)	1.1	-0.1	107.8	96.1	100.9	108.7	110.1	100.0
C/C(CC1CC(C)OC1=O)=N\NC(N)=S (configuration not stated)	1.6	0.0	95.6	94.4	97.2	93.5	95.2	97.2
CCC(C)NS(=O)(=O)c1ccc(NS(=O)(=O)c2ccc(F)cc2)cc1 (configuration not stated)	0.2	-0.1	100.0	99.4	94.6	101.3	83.4	106.4

# Just Efflux pump inh, AHR activator and LAP4-GFP MLPCN, for four of the compounds above:
smiles	Efflux pump inh	AHR activator	LAP4-GFP MLPCN
CC(C)CCN1CCC(n2nccc2NC(=O)C2CCOC2)CC1 (configuration not stated)	1.4*	2.6	91.1
O=C(Cn1ncc2c1-c1ccccc1OC2)N1CCN(c2ccccn2)CC1	0.0	-0.8	105.9
CC1CCc2sc(C(=O)NCc3ccc(F)cc3)cc2C1 (configuration not stated)	-0.1	0.7	98.9
O=C(NC1CCCCCC1)c1ccc(CS(=O)Cc2ccccc2Cl)o1 (configuration not stated)	0.0	3.4	91.6

# Carrying on:
SMILES	AHR activator	Efflux pump inh	AGP1-GFP MLPCN	CIT2 TOR yeast	RPL19A-GFP yeast	LAP4-GFP MLPCN	CR mimetic SO	MEP2-GFP yeast
Cn1nc(-c2ccccc2)c(CSc2ccccc2Cl)c1Cl	25.4	0.0	114.4	118.7	110.0	116.4	100.5	113.6
C=CCOc1ccc(CNC(C)(C)C)cc1OC	-0.2	-0.2	93.6	93.2	89.6	97.8	88.6	99.9
COc1ccc(-c2nc(SCC(=O)N(CC(C)C)c3c(N)n(Cc4ccccc4)c(=O)[nH]c3=O)n[nH]2)cc1	0.7	0.1	97.5	92.2	94.4	101.5	109.0	104.4
COc1ccc(OC)c(NC(=O)c2cc(OC(C)=O)cc(C(=O)Nc3cc(OC)ccc3OC)c2)c1	13.2	0.0	98.1	103.0	102.3	99.2	100.6	101.0
CCC(NC(=S)NC1CCCCC1)c1ccc(C(C)C)cc1 (configuration not stated)	x	0.0	101.9	95.0	135.2	82.8	96.4	105.2
Cc1nn2c(C(F)(F)F)cc(-c3ccc(Cl)cc3)nc2c1C(=O)N1CCOCC1	11.4	0.1	104.5	87.3	102.5	97.8	107.1	99.8
CN1CCc2c(sc(NC(=O)c3ccc(C(=O)c4ccccc4)cc3)c2C(N)=O)C1	4.5	0.0	114.9	103.3	101.8	126.7	89.0	110.2
O=C(COC(=O)/C=C/c1ccc(S(=O)(=O)N2CCCCCC2)cc1)NCc1ccccc1Cl	0.9	0.2	98.3	100.1	102.5	89.8	110.3	99.0
COc1ccc(NC(=S)NCCC(c2ccccc2)c2ccccc2)c(OC)c1	3.5	0.0	101.2	x	101.4	90.2	107.3	99.2
CCc1ccccc1NC(=O)c1ccc(-n2c(C)ccc2C)cc1	-0.6	0.5	90.5	84.5	97.0	110.7	116.3	106.8
C[C@H](NC(=O)Nc1ccc2c(c1)OCCO2)C(=O)O	0.4	0.2	106.4	102.5	101.1	108.3	111.6	103.7
CSc1cccc(NC(=O)c2cc(S(=O)(=O)N3CCCCC3)c[nH]2)c1	19.6	0.1	98.9	98.6	94.8	93.1	93.9	94.7
O=C(NC1CC1)c1cccc(Br)c1	-3.3	0.2	102.4	99.8	100.5	105.5	96.6	93.7
COc1ccccc1NC(=O)CN1C(=O)C(C)Oc2ccccc21 (configuration not stated)	0.4	-0.1	101.3	103.0	98.8	90.3	105.4	102.7
C[C@@H](OC(=O)N(C)Cc1ccccc1)[C@H]1O[C@]2(C)CCCC[C@H]1O2	1.5	-0.1	99.5	101.5	102.5	98.8	108.0	100.0
Cc1ccc(NC(=O)C2C(=O)N(C)c3ccccc32)cc1 (configuration not stated)	72.6*	-0.1	108.7	107.7	109.1	90.9	103.3	104.3
Cc1cc(C)c2cc(CN(CCO)C(=O)NC3CCCCC3)c(=O)[nH]c2c1	1.3	-0.1	102.9	102.0	99.1	102.6	97.2	95.5
Cc1cccn2c(=O)c3cc(C#N)c(=NC(=O)c4ccco4)n(Cc4ccco4)c3nc12	5.9	0.2	18.6[may fluoresce violet]	u	80.2[may fluoresce violet]	103.5[may fluoresce violet]	106.0	134.9[may fluoresce violet]
CCCCc1cc(=O)oc2cc(OCC(=O)NC(Cc3c[nH]c4ccc(O)cc34)C(=O)O)ccc12 (configuration not stated)	-0.9	-0.1	109.9	112.2	105.6	109.5	91.4	112.2
O=C(NCCOc1nc(N2CCOCC2)nc(N2CCOCC2)n1)Nc1ccc(Cl)cc1	1.3	0.0	101.0	97.1	94.9	102.7	113.5	103.1
CC(=O)Nc1ccc(NC(=O)CSc2nnc3ccc(-c4ccc(F)cc4)nn23)cc1	-0.8	-0.1	102.2	101.2	97.3	102.9	102.6	95.8
